RPL19A-GFP yeast – yeast TOR pathway RPL19A-GFP modulation; S. cerevisiae RPL19A-GFP strain, flow cytometry, 3 h; stronger effect = lower value; percent response vs DMSO, % at 10 µM; 0.3% of 330,000 active;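 active = percent response vs DMSO below 50%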;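 note: median channel GFP fluorescence of the barcoded RPL19A-GFP strain; ratio of sample median GFP to plate DMSO average so 100% = DMSO; lower means less RPL19A-GFP as with rapamycin TOR inhibition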
AGP1-GFP MLPCN – yeast TOR pathway AGP1-GFP modulation; GFP response vs DMSO, % at 10 µM; 0.02% of 320,000 active; S. cerevisiae AGP1-GFP multiplex flow cytometry, 3 h; GFP as percent of DMSO wells;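 active = GFP response relative to DMSO above a set limit, near screen average plus 3 SD, cut at about 150% in these data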;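 note: median GFP channel fluorescence of the gated AGP1 strain per well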
MEP2 TOR yeast – yeast TOR pathway MEP2-GFP modulation | 0.51% of 330,000 active | GFP response vs DMSO, % at 10 µM | S. cerevisiae MEP2-GFP strain, flow cytometry GFP, 3 h; 100% = DMSO control level;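 active = GFP response versus DMSO above a set limit, roughly screen mean plus 3 SD, cut at about 180% in these data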;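 note: median GFP fluorescence of the barcode-gated MEP2-GFP cells per well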
CIT2-GFP yeast – modulators of TOR pathway CIT2-GFP in S. cerevisiae; S. cerevisiae CIT2-GFP strain, flow cytometry, 3 h; 100 means same as DMSO wells; GFP response vs DMSO, % at 10 µM; 0.065% of 320,000 active;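 active = GFP response relative to DMSO above a set limit, near the screen mean plus 3 SD, cut at about 150% in these data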;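 note: ratio of well median GFP fluorescence to mean of DMSO wells on the plate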
VLA-4 inh – inhibition in a human VLA-4 binding assay; VLA-4 expressing cells, ligand binding flow cytometry; inhibition, % (about 7 µM as worked out from the volumes in the protocol); P13612; 0.2% of 330,000 active; in the data active = inhibition above about 50%
LAP4 TOR yeast – modulators of TOR pathway LAP4-GFP in S. cerevisiae. S. cerevisiae LAP4-GFP multiplex, flow cytometry GFP, 3 h; median GFP as percent of DMSO wells. GFP response vs DMSO, % at 10 µM. 0.34% of 320,000 active;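 active = GFP response vs DMSO above a set limit, about the screen mean plus 3 SD, cut at about 150% in these data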
Yeast superoxide – yeast age-related superoxide inhibition as caloric restriction mimetic | superoxide response (% of plate mean), % at 10 µM | 0.18% of 330,000 active | AID 2690 | S. cerevisiae aged cells, superoxide DHE fluorescence; stronger effect = lower value;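 active = superoxide response under a set limit, about three screen SD below normal, cut at about 65% in these data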;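 note: yeast aged for seven days with compound at 30 °C before DHE staining; 100% = average MFI of all compound-treated wells on the plate with controls excluded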
GRK2 inh – blocks RNA aptamer binding to human GRK2; P25098; bead flow cytometry, FAM-aptamer displacement from GRK2; inhibition of aptamer binding, % at 10 µM; 0.59% of 330,000 active;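 active = inhibition of aptamer binding above 40%, roughly 3 SD of noise, on plates passing a quality check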;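 note: median bead fluorescence of bound FAM aptamer so fluorescent compounds give negative values; no value below 0 was filed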
Target sequence (P25098 whole entry, looked up): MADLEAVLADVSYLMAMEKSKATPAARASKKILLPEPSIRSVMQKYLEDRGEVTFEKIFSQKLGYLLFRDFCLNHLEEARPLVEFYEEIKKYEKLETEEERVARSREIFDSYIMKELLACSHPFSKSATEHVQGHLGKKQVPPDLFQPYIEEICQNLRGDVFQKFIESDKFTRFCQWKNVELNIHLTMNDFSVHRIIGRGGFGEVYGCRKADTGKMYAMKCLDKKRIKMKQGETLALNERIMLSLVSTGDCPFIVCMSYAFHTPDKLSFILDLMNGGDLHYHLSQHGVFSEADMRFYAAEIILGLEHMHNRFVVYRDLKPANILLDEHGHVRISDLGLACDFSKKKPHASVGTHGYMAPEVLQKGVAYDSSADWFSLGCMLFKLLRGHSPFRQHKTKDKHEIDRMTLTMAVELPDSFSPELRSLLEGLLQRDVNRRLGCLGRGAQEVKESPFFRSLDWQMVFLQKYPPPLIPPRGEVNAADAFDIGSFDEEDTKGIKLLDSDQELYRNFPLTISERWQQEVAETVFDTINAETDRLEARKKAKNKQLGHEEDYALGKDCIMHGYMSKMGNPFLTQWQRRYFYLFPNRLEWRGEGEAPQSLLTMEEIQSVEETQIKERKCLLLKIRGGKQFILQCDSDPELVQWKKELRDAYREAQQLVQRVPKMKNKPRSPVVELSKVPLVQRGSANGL
* = called active by the depositor; i = inactive.

SMILES	RPL19A-GFP yeast	AGP1-GFP MLPCN	MEP2 TOR yeast	CIT2-GFP yeast	VLA-4 inh	LAP4 TOR yeast	Yeast superoxide	GRK2 inh
N#Cc1ccc(Oc2ccc(C(F)(F)F)cc2NC(=O)c2ccc(F)cc2)cc1	96.4	100.4	98.8	96.8	5.3	100.3	93.4	2.0
O=C(CCCCCn1c(=S)[nH]c2cc3c(cc2c1=O)OCO3)N1CCN(C(=O)c2ccco2)CC1	100.9	101.9	102.8	98.3	-13.7	114.1	120.1	0.0
C/C(=N\Nc1ccc(Cl)cc1)c1ccccn1	97.9	94.6	103.9	111.2	5.9	88.5	80.4	6.0
Cc1ccc(S(=O)(=O)N2CCN(C(=O)C3Cc4ccccc4CN3C(=O)c3ccco3)CC2)cc1 (stereo not drawn)	97.1	105.1	104.1	111.7	0.5	98.4	97.5	0.0
Cc1cc(N/C=C/C(=O)c2ccccc2)ccc1Br	98.6	96.1	97.5	93.1	16.8	88.2	98.8	1.0
Cc1oc(-c2ccccc2F)nc1CS(=O)CC(=O)NC1CC1 (stereo not drawn)	99.3	96.6	94.6	99.7	-5.8	92.4	93.5	1.0
C=CCOc1ccc(/C=N/NC(=O)CN(c2cc(Cl)ccc2OC)S(=O)(=O)c2ccc(C)c([N+](=O)[O-])c2)cc1	100.6	102.8	103.2	102.5	0.0	92.5	79.7	2.0
COc1ccccc1C(CNC(=O)c1cccc(S(=O)(=O)Nc2ccc(F)cc2)c1)N(C)C (stereo not drawn)	104.3	101.4	103.5	97.4	5.3	107.4	69.5	0.0
COc1cccc(NC(=O)CN(C)C(=O)COc2cc(C)ccc2Cl)c1	103.4	105.5	109.6	102.5	-2.5	102.6	81.9	4.0
COc1ccc(C(=O)NC(=S)NNC(=O)c2cccc(C)c2)cc1	107.1	96.3	98.1	97.0	-26.6	110.6	204.5	0.0
CC(C)C[C@@]12C(=O)N(c3cccc(Br)c3)C(=O)N1[C@H](c1ccc(F)cc1)[C@@H]1C(=O)N(C3CCCCC3)C(=O)[C@@H]12	102.8	92.8	90.0	83.9	18.6	106.4	98.1	1.0
Cc1ccc(S(=O)(=O)NC(CC(=O)N2CCOCC2)c2ccco2)cc1 (stereo not drawn)	94.5	89.2	93.9	84.2	-0.9	92.1	101.1	1.0
CCN1CCN(C(=O)c2ccccc2N(Cc2ccccc2)S(C)(=O)=O)CC1	96.3	109.6	92.7	97.2	12.7	97.8	98.2	0.0
CCOc1ccccc1N1CCN(C(=O)c2cc3cc(OC)ccc3[nH]2)CC1	100.0	99.0	109.0	90.8	-1.7	104.6	87.4	0.0
Cc1cnc(NC(=O)CSc2ccccc2)s1	97.7	102.4	99.5	97.1	21.4	101.4	91.9	2.0

Continued, starting with the last three of the part before.
SMILES	RPL19A-GFP yeast	AGP1-GFP MLPCN	MEP2 TOR yeast	CIT2-GFP yeast	VLA-4 inh	LAP4 TOR yeast	Yeast superoxide	GRK2 inh
CCN1CCN(C(=O)c2ccccc2N(Cc2ccccc2)S(C)(=O)=O)CC1	96.3	109.6	92.7	97.2	12.7	97.8	98.2	0.0
CCOc1ccccc1N1CCN(C(=O)c2cc3cc(OC)ccc3[nH]2)CC1	100.0	99.0	109.0	90.8	-1.7	104.6	87.4	0.0
Cc1cnc(NC(=O)CSc2ccccc2)s1	97.7	102.4	99.5	97.1	21.4	101.4	91.9	2.0
Cc1ccc(NC(=O)CSc2nccn2Cc2ccccc2)cc1C	92.8	93.3	100.5	91.2	18.8	99.2	95.9	2.0
Cc1nc(N2CCC(C)CC2)c2c(C)c(C(=O)Nc3ccccc3C(F)(F)F)sc2n1	102.0	91.7	105.0	96.9	5.1	91.4	92.0	2.0
CCN(CC)S(=O)(=O)c1cccc(NC(=O)CCNC(=O)c2ccccc2Cl)c1	104.7	107.8	104.9	108.2	-0.6	97.1	101.0	0.0
COc1cc(/C=N/Nc2nc3ccccc3[nH]2)ccc1O	111.8	100.1	122.6	118.6	-17.4	80.4	97.8	14.0
Cc1ccc(S(=O)(=O)N2[C@@H](c3ccc(Br)cc3)C(C(=O)O)=C[C@H]2CC2CCCC2)cc1	90.6	84.0	83.5	89.5	-15.0	87.2	89.3	0.0
COc1ccc2c(c1)CCc1cc(C(=O)O)sc1-2	106.8	90.6	105.7	109.9	2.8	113.5	132.2	1.0
CCN(C(=O)c1cccc(Br)c1)c1ccccc1	107.8	99.2	105.1	98.0	5.9	101.1	81.4	2.0
COc1c(F)c(F)cc2c(=O)c(C(=O)O)cn(C3CC3)c12	103.1	89.1	92.4	88.2	-5.3	76.6	108.2	0.0
CC(C)CN(C(=O)COC(=O)CNC(=O)c1ccccc1F)c1c(N)n(Cc2ccccc2)c(=O)[nH]c1=O	97.9	120.3	102.3	104.8	0.8	108.4	103.1	0.0
CCOC(=O)CC1C(=O)NCCN1c1nc2ccc(C)cn2c(=O)c1/C=C1\SC(=S)N(CC(C)C)C1=O (stereo not drawn)	99.6	112.9	105.7	116.1	i	110.9	103.1	1.0
COc1ccc2cc(C(=O)N3CCN(c4cccc(C)c4C)CC3)[nH]c2c1	95.9	83.5	144.5	91.6	-5.4	98.9	107.7	0.0
Cc1cc(C)cc(N2C(=O)CN(Cc3ccccc3)C2=S)c1	106.9	100.8	101.5	114.3	-0.1	92.1	115.8	1.0
CCCc1nc(SCC(=O)Nc2cc(C)on2)c2ccccc2n1	101.2	102.0	102.6	87.4	-0.9	96.9	86.8	1.0
CCCCNC(=O)C1(NC(=O)Nc2ccc(C)cc2)CCCCC1	102.8	108.8	103.5	101.8	-1.4	108.6	99.5	0.0
CCCCCn1c(=O)[nH]c2cc(C(=O)N3CCN(CC)CC3)ccc2c1=O	100.6	99.6	101.5	95.1	6.9	99.2	93.4	6.0
O=C(Nc1nc2ccccc2[nH]1)c1ccc(OC(F)F)cc1	94.3	91.2	105.5	95.9	-8.6	89.2	97.8	0.0
COCCCn1cnnc1SCc1nc2sc(C(C)=O)c(C)c2c(=O)[nH]1	114.0	111.5	111.3	111.9	-2.7	103.9	96.2	1.0
COc1ccc(NC(=O)COC(=O)Cc2c(F)cccc2Cl)cc1OC	96.8	92.1	91.2	84.1	5.8	93.0	101.8	0.0
Cc1ccc(S(=O)(=O)Oc2ccc(/C=C3/C(=N)N4C(=NC3=O)SN=C4S(C)(=O)=O)cc2)cc1	102.7	95.1	97.5	93.2	2.3	95.8	93.0	0.0
Cc1ccc(O)c(C(=O)c2cc(C#N)c(=O)n(-c3c(C)n(C)n(-c4ccccc4)c3=O)c2)c1	107.2	109.0	106.1	117.1	0.2	105.6	92.2	0.0
CC(=O)Nc1cccc(N2C(=O)CC(Cc3ccccc3)C2=O)c1 (stereo not drawn)	101.1	102.8	101.1	109.3	1.0	103.1	103.9	1.0
Cc1ccc(-n2nnnc2CNC(=O)c2ccc3c(c2)OCO3)cc1C	100.6	99.8	98.8	103.4	5.7	97.8	98.5	3.0
O=C(NCCc1ccccc1)c1ccc2c(c1)N(Cc1ccccc1)C(=O)CS2=O (stereo not drawn)	97.8	101.2	103.3	94.3	-27.8	97.4	104.4	0.0
Cc1nnc(NC(=O)CSc2nnc(CC(=O)Nc3ccccc3Cl)n2C)s1	105.0	97.5	108.2	104.7	5.7	97.3	111.0	1.0
O=C(NC(=S)NC1CCSC1=O)c1ccccc1F (stereo not drawn)	102.0	96.9	100.0	103.3	-0.2	87.0	100.2	0.0
CCN(C[C@H]1N[C@@](Cc2ccccc2)(C(=O)OC)[C@H]2C(=O)N(Cc3ccccc3)C(=O)[C@@H]12)C(=O)COC	99.4	110.0	102.1	99.4	-9.9	104.2	78.4	0.0
O=C(O)c1ccc2c(c1)N(Cc1cccc(F)c1)C(=O)CS2	101.2	107.8	102.8	99.6	50.4*	108.2	94.9	2.0
O=c1cc(C(F)(F)F)nc(-n2[nH]c3c(c2=O)CCCC3)[nH]1	100.0	103.7	103.8	101.0	49.7*	100.1	91.8	1.0
Cc1ccc(C)c(S(=O)(=O)N2CCCC2CNC(=O)c2ccc([N+](=O)[O-])cc2)c1 (stereo not drawn)	93.9	92.7	95.7	85.5	-3.3	102.5	97.3	0.0
CCCCOP(=O)(OCCCC)C(O)c1ccc(N(C)C)cc1 (stereo not drawn)	92.8	114.7	83.9	108.1	2.6	103.0	99.6	0.0

Brought forward from above: 2 entries; new compounds follow.
SMILES	RPL19A-GFP yeast	AGP1-GFP MLPCN	MEP2 TOR yeast	CIT2-GFP yeast	VLA-4 inh	LAP4 TOR yeast	Yeast superoxide	GRK2 inh
Cc1ccc(C)c(S(=O)(=O)N2CCCC2CNC(=O)c2ccc([N+](=O)[O-])cc2)c1 (stereo not drawn)	93.9	92.7	95.7	85.5	-3.3	102.5	97.3	0.0
CCCCOP(=O)(OCCCC)C(O)c1ccc(N(C)C)cc1 (stereo not drawn)	92.8	114.7	83.9	108.1	2.6	103.0	99.6	0.0
Cc1cccc(C)c1OCC(=O)NCC1CCCO1 (stereo not drawn)	97.7	97.0	98.2	97.9	-6.2	95.8	99.7	0.0
CC(C)NC(=S)Nc1ccc2nc3n(c(=O)c2c1)CCCCC3	100.1	101.6	102.9	105.1	4.1	97.0	104.3	0.0
CCN(CC)S(=O)(=O)c1ccc2[nH]c(=O)cc(C(=O)Nc3ccc(C)c(S(=O)(=O)N(CC)CC)c3)c2c1	98.0	95.9	101.3	103.4	3.6	90.3	110.3	1.0
COCCN(C(=S)Nc1c(C)cc(C)cc1C)C(C)c1cccnc1 (stereo not drawn)	105.2	73.8	84.2	91.7	6.4	74.1	93.0	5.0
CN(CC(O)COCc1ccc2c(c1)OCO2)C1CCCCC1 (stereo not drawn)	113.8	102.0	109.8	116.5	-4.5	89.6	113.6	0.0
COc1ccccc1NC(=O)N1CCC(NC(=O)C2CCCCC2)CC1	102.8	104.4	102.8	103.6	-23.7	113.0	91.2	1.0
N#Cc1c(NC(=S)NC(=O)Cc2cccs2)sc2c1CCCCC2	97.2	93.4	96.3	94.0	10.0	91.7	106.1	4.0
O=C(Nc1ncc2c(n1)-c1ccccc1CC2)c1ccccc1	109.3	98.2	111.5	94.4	9.4	114.8	91.9	0.0
COc1ccc(C2(c3ccc(O)cc3O)CC(c3ccccc3Cl)NC(=S)N2)cc1 (stereo not drawn)	98.8	104.5	102.2	102.2	1.4	102.1	99.4	0.0
